# Screens (PubChem BioAssay)
# ELG1 genotoxic: genotoxicity induction in ELG1-luciferase HEK293T cells. HEK293T ELG1-luciferase reporter, luminescence, 16 h. Potency, µM (series often up to 46 µM), for inactives: top-dose activity change, positive = activation, actives largely listed as activators. hit rate 1.3% among 330,000; note: potency is the fitted concentration of half-maximal effect; % of control where 0% means no effect; nearly all actives have a fitted effect of over 60% in size
#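 Luminescence read-out: rising ELG1-luciferase signal, reflecting elevated ELG1 protein under genetic stress, flags genotoxic compounds. Cells were treated for 16 hr at 37 °C before ONE-Glo detection.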
# Menin MLL FP TR: displaces Texas Red mutant MLL peptide from human menin | Potency, µM (doses to about 61.6 µM), for inactives: at the top dose FP activity change, negative = inhibition, actives largely listed as inhibitors | hit rate 0.23% among 270,000 | Menin + Texas Red MLL mutant peptide, fluorescence polarization | AID 1768 | O00255; active = well fitted inhibition curve with a large enough effect in the polarisation, with a control signal flat, not every such curve was filed as active; inconclusive = small, poorly fitted or top-dose-only effect, or effect the other way, or a change in a side signal; inactive = no such curve, though single readings can be large or run the other way; the % refers to the polarisation; note: potency is the fitted concentration of half-maximal effect; % of control where 0% means no effect; many of its hits are not listed in these tables
# Target sequence (O00255 whole entry, looked up): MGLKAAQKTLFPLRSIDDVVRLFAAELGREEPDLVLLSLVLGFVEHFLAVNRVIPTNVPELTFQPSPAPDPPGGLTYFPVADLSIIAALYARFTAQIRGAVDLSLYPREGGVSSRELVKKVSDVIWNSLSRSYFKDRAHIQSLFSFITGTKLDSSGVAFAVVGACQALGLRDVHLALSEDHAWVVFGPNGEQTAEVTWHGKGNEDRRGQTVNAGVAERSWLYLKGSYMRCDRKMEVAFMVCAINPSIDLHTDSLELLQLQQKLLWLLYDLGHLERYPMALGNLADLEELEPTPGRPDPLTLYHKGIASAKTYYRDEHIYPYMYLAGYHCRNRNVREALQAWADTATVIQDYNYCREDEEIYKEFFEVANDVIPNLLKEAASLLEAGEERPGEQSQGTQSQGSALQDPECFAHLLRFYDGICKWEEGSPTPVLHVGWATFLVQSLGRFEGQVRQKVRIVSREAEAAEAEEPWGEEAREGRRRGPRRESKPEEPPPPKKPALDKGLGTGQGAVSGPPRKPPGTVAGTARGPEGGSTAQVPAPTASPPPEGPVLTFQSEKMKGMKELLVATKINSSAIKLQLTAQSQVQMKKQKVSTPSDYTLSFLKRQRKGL
# Giardia killer: Giardia lamblia killing | Giardia lamblia trophozoite viability | activity change, % at 7.66 µM, hits read low | hit rate 0.15% among 340,000 | AID 540267; in the data active = activity change below about -80%; inconclusive = between about -30% and that limit;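 note: parasites exposed to compound for two days anaerobically before the ATP read; % is set by controls: 0 for no effect and ±100 for the full control effect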
#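 Media and compound were dispensed first, then trophozoites at 100 cells/well; plates sat 48 hrs at 37 deg C without oxygen before ATP luminescence reagent was added and read after 15-30 min at room temperature.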
# Gal4-VP16 FLuc: counter-screen for ROR gamma inhibitors: Gal4-VP16 reporter; Drosophila S2 Gal4-VP16 UAS-luciferase, luminescence, 20 h; Potency, µM (doses to about 53.6 µM), for the others: top-dose activity, negative = inhibition, hits mostly inhibitors; hit rate 3.5% among 310,000; AID 2546;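 note: Gal4-VP16 expression switched on by copper sulfate through the metallothionein promoter; potency is the fitted concentration of half-maximal effect; % is set by controls: 0 for no effect and ±100 for the full control effect; nearly all actives have a fitted effect of over 50% in size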
# PKM2 activator: increases activity of human pyruvate kinase M2; P14618; purified PKM2, Kinase-Glo ATP luminescence, activation; response scale: 0% is enzyme alone, no compound; Potency, µM (titrated, usually from 57.5 µM), without a hit: at the highest dose activation, actives largely listed as activators; hit rate 0.34% among 260,000; AID 1631; note: potency is the fitted concentration of half-maximal effect; % is set by controls: 0 for no effect and ±100 for the full control effect; nearly all actives have a fitted effect of over 55% in size
#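 ATP formation by purified human PK-M2, quantified via coupled luciferase luminescence after 1 h at room temperature with 0.1 mM ADP and 0.5 mM PEP final.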
# Rab9 prom act: activators of Rab9 promoter | Huh7 Rab9 promoter-luciferase reporter, luminescence, 24 h | Potency, µM (titrated, usually from 9.22 µM), without a hit: at the top dose activation, negative = inhibition, actives largely listed as activators | hit rate 2.8% among 320,000 | AID 485297; note: potency is the fitted concentration of half-maximal effect; % of control where 0% means no effect; nearly all actives have a fitted effect of over 60% in size
#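 Rab9 promoter-driven luciferase in stably transfected Huh7 cells; 1500 cells/well rested 2 h, exposed to compound in DMSO for 24 h at 37 °C, 5% CO2. Luminescence read 10 min after adding luciferase reagent at ambient temperature.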
# NPC1 prom act: activates the NPC1 promoter; Huh7 NPC1 promoter luciferase reporter, 24 h; Potency, µM (doses to about 9.22 µM), without a hit: top-dose activation, hits mostly activators; hit rate 2.4% among 320,000; AID 485313;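 note: potency is the fitted concentration of half-maximal effect; % of control where 0% means no effect; nearly all actives have a fitted effect of over 60% in size; reporter is driven by a mutant NPC1 promoter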
#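 Stable NPC1-promoter luciferase Huh7 line; cpd (DMSO) 24 h, 37 °C, 5% CO2; Amplite luciferase reagent 10 min RT; luminescence readout. qHTS format.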
# p53 reactivation: mutant p53 re-activation in reporter cells; H1299 p53-A138V BP100-luciferase reporter, luminescence, 24 h; Potency, µM (top dose mostly 92.2 µM), for inactives: top-dose activity change, positive = activation, usual class: activators; hit rate 0.063% among 320,000; AID 504706; note: potency is the fitted concentration of half-maximal effect; % of control where 0% means no effect; nearly all actives have a fitted effect of over 45% in size
#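 H1299 (p53-null), stable ts p53-A138V + BP100-Luc; 1000 cells/well, Opti-MEM/10% FBS; cpd 4 pt, 1:5; 24 h, 37 deg C, 5% CO2; detection reagent 10 min RT; luminescence.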
# BRCA1 expr up: activators of BRCA1 expression. AID 624202. Potency, µM (highest dose often 46.1 µM), for the others: at the highest dose activation, most hits filed as activators. MCF7-BRCA1-FFLuc reporter, luminescence, 48 h; response scale: scaled: vehicle 0%, 10 µM genistein 100%. hit rate 1.1% among 380,000; note: potency is the fitted concentration of half-maximal effect; nearly all actives have a fitted effect of over 80% in size; some results filed as inactive show a strong effect at the top dose
#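 Luminescence from a BRCA1-driven firefly luciferase in MCF7 cells was read after 48 h compound exposure at 37 C. Data normalized against DMSO and a 10microM genistein activation control, then curve-fitted across the titration.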
# FLuc modulator: counter-screen for miR-21 project: firefly luciferase inhibitors or activators. P08659. purified FLuc, Km substrates, luminescence inhibition. Potency, µM (top dose mostly 57.5 µM), for the others: at the highest dose activity change, negative = inhibition, actives largely listed as inhibitors. hit rate 6.9% among 360,000;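 note: potency is the fitted concentration of half-maximal effect; plate controls were vehicle for no effect and reference inhibitor for full effect; nearly all actives have a fitted effect of over 55% in size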
#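 Purified P. pyralis luciferase, 10 nM final, with Km-level 10 uM D-luciferin and 10 uM ATP in 50 mM Tris acetate pH 7.5, 10 mM Mg acetate, 0.01% Tween-20, 0.05% BSA; 6-point qHTS titration about 60 µM downward; luminescence read.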
# RORg inh: blocks mouse ROR gamma transcriptional activity. Drosophila S2 Gal4-RORgamma UAS-luciferase reporter, 20 h. Potency, µM (top dose mostly 53.6 µM), for inactives: at the highest dose activity change, negative = inhibition, hits mostly inhibitors. P51450. AID 2551. hit rate 5.4% among 310,000; note: potency is the fitted concentration of half-maximal effect; % is set by controls: 0 for no effect and ±100 for the full control effect; nearly all actives have a fitted effect of over 60% in size
# Target sequence (P51450 whole entry, looked up, the tested form may be a part): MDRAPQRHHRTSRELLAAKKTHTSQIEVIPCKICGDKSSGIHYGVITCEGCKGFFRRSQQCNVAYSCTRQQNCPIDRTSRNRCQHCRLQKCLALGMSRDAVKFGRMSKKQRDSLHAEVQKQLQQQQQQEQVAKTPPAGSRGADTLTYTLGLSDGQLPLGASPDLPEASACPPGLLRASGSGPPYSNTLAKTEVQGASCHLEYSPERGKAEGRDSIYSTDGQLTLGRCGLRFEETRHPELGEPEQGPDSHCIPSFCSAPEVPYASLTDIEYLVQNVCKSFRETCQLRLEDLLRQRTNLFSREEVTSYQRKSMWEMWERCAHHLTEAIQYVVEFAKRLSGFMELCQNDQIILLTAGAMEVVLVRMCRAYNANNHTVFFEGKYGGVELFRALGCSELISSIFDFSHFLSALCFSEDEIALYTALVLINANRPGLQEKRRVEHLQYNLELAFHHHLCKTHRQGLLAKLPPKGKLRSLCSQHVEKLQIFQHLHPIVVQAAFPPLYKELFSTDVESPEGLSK
#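 A Gal4/UAS one-hybrid system in insect cells: metallothionein-promoter Gal4–ROR gamma fusion plus Photinus luciferase reporter. Copper sulfate 700 uM final, 20 hr ambient incubation, luminescent detection after 10 min with reagent.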
# Active calls of the source: *; ? = inconclusive; . = no result given; [ ] = another dose, or the depositor's remark. Unless noted, calls come from the whole dose curve; as a rule, active = well fitted curve in the direction sought with a large enough effect; inconclusive = small, poorly fitted or top-dose-only effect, or another doubt; inactive = no such curve, though single readings can be large; an effect the other way counts as inactive or inconclusive. Only part of the results is shown; count on the stated rates, not on these rows.
SMILES,ELG1 genotoxic,Menin MLL FP TR,Giardia killer,Gal4-VP16 FLuc,PKM2 activator,Rab9 prom act,NPC1 prom act,p53 reactivation,BRCA1 expr up,FLuc modulator,RORg inh
Cc1ccc(OCC(O)CN2C(=O)NC(C)(C)C2=O)cc1C (configuration not stated),-2%,3%,-20,-5%,0%,-3%,-9%,-1%,1%,-2%,5%
COc1cccc(CNC(=O)Cn2c(=O)oc3cc(S(=O)(=O)N4CCCCC4)ccc32)c1,-1%,.,19,0%,.,-4%,-2%,-7%,-11%,0%,-6%
Cc1cc(N2CC(C)OC(C)C2)nc(C(C)C)n1 (configuration not stated),-3%,-6%,-17,-8%,4%,-8%,-8%,-1%,19%,-3%,-12%
O=C(c1ccccc1)c1nn(-c2cccc(Cl)c2)ccc1=O,3%,.,10,27%,1%,-3%,1%,-1%,-3%,-3%,0%
COc1ccc(-n2c(-c3ccc(C)cc3)n[nH]c2=S)cc1,1%,-1%,-17,3.2µM*,11%,0%,2%,0%,-3%,-9%,1.4µM*
Cc1ccc(C)c(OCC(=O)NNC(=O)CCN2CCN(c3ccccc3)CC2)c1,0%,.,-22,.,.,-7%,0%,-5%,-20%,0%,.
CCC1(c2ccccc2)NC(=O)N(CC(=O)Nc2ccccc2C(=O)NC2CCCC2)C1=O (configuration not stated),-11%,.,-5,.,.,4%,5%,-4%,-22%,6%,.
COC(=O)c1ccc(NC(=O)c2cc3sccc3n2C)cc1,0%,?,-2,-12%,-4%,-17%,19%,12%,22%,11µM*,38%
CC(=O)c1c(C)[nH]c(C(=O)OCC(=O)Nc2c(C)cccc2C)c1C,4%,.,-19,.,.,-11%,-10%,5%,-36%,-1%,.
O=C1CCN(CCc2ccccc2)CCN1[C@H](CSc1ccc(Br)cc1)c1ccccc1,-3%,.,-26,12%,0%,-1%,14%,24%,0%,?,37%
Fc1ccccc1NC(=S)NCc1ccccc1,-5%,-4%,-8,?,-2%,5%,6%,.,22%,-1%,?
N#Cc1nc(-c2ccc(Cl)cc2)oc1NCc1cccc2c1OCO2,.,?,7,-8%,-2%,.,.,.,2%,-3%,-11%
Cc1cccc(Oc2cc(NC(=O)c3ccccc3)cc([N+](=O)[O-])c2)c1,-12%,?,0,-16%,-11%,-9%,-5%,11%,-81%[inhibitor],-3%,?
O=C(Nc1ccccc1)Nc1cccc(Cl)c1,?,?,-5,-12%,-3%,3.5µM*,?,?,64%,9.5µM*,?
CCSc1nc2c(c(=O)n1Cc1ccccc1)SC(C)C2 (configuration not stated),-7%,-11%,3,-3%,-7%,9%,-3%,-10%,-22%,-10%,24%
CC(OC(=O)Cn1cnc2c1c(=O)n(C)c(=O)n2C)C(=O)Nc1ccc(Cl)cc1 (configuration not stated),-3%,.,-2,.,.,1%,-1%,-1%,1%,1%,.
CCCC(=O)N1c2ccccc2NC2=C(C(=O)CCC2)C1c1ccc(F)cc1 (configuration not stated),1%,-3%,5,-3%[0.365 µM],-12%,-1%,3%,-3%,-21%,4%,23%
O=C(OCc1ccc([N+](=O)[O-])cc1)c1cc(S(=O)(=O)N2CCCCC2)ccc1N1CCOCC1,-1%,.,-15,.,.,-5%,-1%,9%,-39%,4%,.
S=C(NCc1cccs1)Nc1ccc(Br)cc1Cl,5%,?,-3,-19%,1%,23%,16%,-8%,47%,?,?
CCN(CC)Cc1c(C(=O)N/N=C/c2cccnc2)nnn1-c1nonc1N,0%,-8%,-9,-21%,.,0%,3%,5%,-30%,-1%,-24%
Cc1cc2nc(N=C(N)N)nc(C)c2cc1C,0%,-8%,-18,-13%,5%,-32%[inhibitor],-25%,4%,-49%,-3%,7%
CCn1cc([N+](=O)[O-])c(C(=O)Nc2ccn(C34CC5CC(CC(C5)C3)C4)n2)n1,0%,-3%,6,?,-5%,-2%,-2%,-2%,-10%,?,-3%
CCN(CC)C(=O)Cn1cc(C(=O)C(=O)NCCCN2CCOCC2)c2ccccc21,3%,.,2,1%,4%,9%,2%,-6%,-10%,1%,-16%
CCN1C(=O)C2(Nc3ccccc3-c3nc4ccccc4n32)c2cc(OC)ccc21 (configuration not stated),0%,1%,-2,-10%,3%,0%,-2%,-19%,-40%,1%,17%
O=C(O)Cc1c(-c2ccccc2Cl)c2cc(Br)ccc2[nH]c1=O,-1%,.,19,-4%,-8%,0%,2%,0%,0%,-1%,1%
CCOC(=O)c1c(NS(=O)(=O)Cc2ccccc2)sc2c1CCCC2,-3%,-5%,1,?,7%,21%,-2%,1%,4%,3%,-16%
Cc1cccc(CNCc2ccccc2)c1,2%,-14%,15,-6%,2%,4%,0%,12%,-8%,-3%,17%
CCN1CCN(CC(=O)Nc2ccc3c(c2)OCCO3)C(=O)C1=O,0%,7%,11,3%,0%,3%,-4%,-3%,0%,2%,-11%
Cn1ncc2c(Nc3ccccc3Cl)nc(Nc3ccccc3Cl)nc21,.,25%,1,?,-8%,-6%,-1%,.,-58%,-3%,-18%
CSc1cccc(NC(=O)CCCn2c(=O)c3cccn3c3cccnc32)c1,1%[9.26 µM],24%,28,-1%,.,-2%,-5%,-7%,20%,3%,0%
CC(C)[C@H](NS(=O)(=O)c1ccccc1)C(=O)OCC(=O)N1N=C(c2ccc(Cl)cc2)CC1c1ccco1 (some centres not stated),-5%,-16%,-6,-13%,2%,-2%,-3%,-1%,-83%,3%,12%
Cc1ccc([C@@H]2CC=C(C(=O)O)[C@H](c3ccccc3F)N2S(=O)(=O)c2ccc(C)cc2)cc1,0%,.,?,.,.,-5%,-2%,6%,-8%,0%,.
COc1cccc(NC(=O)CN(C)C(=O)c2ccc(NC(=O)CC3SC(N4CCCCC4)=NC3=O)cc2)c1 (configuration not stated),-1%,.,23,.,.,-7%,4%,0%,-8%,2%,.
CC(C)(C)c1ccc(OCC(=O)NNC(=O)CCc2ccccc2)cc1,4%,-11%,-16,-11%,-1%,0%,-1%,3%,-2%,-19%,1%
CCCCc1nnc(NC(=O)CN2C(=O)C3CCCCC3C2=O)s1 (configuration not stated),-4%,.,4,.,.,-4%,-1%,6%,-12%,4%,.
O=C(c1ccc([N+](=O)[O-])cc1)N1CCN=C1SCc1ccccc1,-5%,16%,-3,?,3%,0%,-1%,14%,-11%,-5%,?
CC(=O)Nc1ccc(Nc2nnc(-c3ccc(C)c(S(=O)(=O)NCC4CCCO4)c3)c3ccccc23)cc1 (configuration not stated),-10%,.,20,4%,0%,-6%,2%,-7%,2%,?,33%
COc1ccc(NC(=O)c2c(NC(=O)CCC(=O)O)sc(-c3ccccc3)c2C)cc1,-1%,2%,-12,-6%,-45%,-1%,-4%,-1%,-10%,?,38%
O=S(=O)(NCc1ccco1)c1cccc(S(=O)(=O)N2CCCCC2)c1,-1%,15%,19,4%,?,1%,-3%,-2%,-23%,-1%,41%
COc1ccc(C=O)cc1Oc1nc(Cl)ncc1F,0%,3%,-4,1%,1%,-4%,-2%,-5%,-18%,-2%,-3%
Cc1nnc(SCC(=O)NC(=O)Nc2ccc3c(c2)OCCO3)s1,2%,1%,-15,-6%,0%,-3%,2%,6%,28%,?,6%
COc1ccccc1NC(=O)CSCC(N)=O,0%,4%,6,-1%,2%,0%,2%,1%,0%,-2%,-20%
CCOc1ccc(CNS(=O)(=O)c2cccs2)cc1OCC,-1%,-3%,16,-3%,-2%,0%,-5%,2%,-12%,-1%,30%
CCCCCCNC(=O)c1ccc(Br)o1,7%,-22%[94.6 µM],34[activator],29%[96.6 µM],1%,1%,5%,21%,17%,?,17%[96.6 µM]
CC(NC(=O)c1ccc(C(=O)c2ccccc2)cc1)c1ccc(S(N)(=O)=O)cc1 (configuration not stated),1%,.,-22,.,.,1%,-7%,-2%,-29%,-1%,.
Cc1nc(N2CCC(C)CC2)c2c(C)c(C(=O)Nc3ccccc3C(F)(F)F)sc2n1,-6%,?,-27,-8%,-3%,-6%,-6%,-4%,-16%,-3%,4%
CCc1sc(N)nc1-c1ccccc1,-3%,-5%,1,?,-14%,0%,4%,-6%,-5%,0%,-44%
Cc1ccc2oc(=O)c3cc(C(=O)NCCN4CCc5ccccc5C4)sc3c2c1,-2%,3%,0,-17%,12%,-4%,0%,2%,0%,-1%,5%
COc1cc(OC)c(C=O)c(OC(=O)N2CCOCC2)c1,-1%,7%,2,6%,2%,-11%,0%,-1%,-5%,-2%,-21%
O=C(Nc1nccs1)c1cccc(S(=O)(=O)N2CCOCC2)c1,-9%,0%,2,5%,1%,-1%,1%,2%,-5%,1%,-35%
